Htt clearance – compounds clearing mutant huntingtin protein. HeLa Exon1htt(103Q)mCFP, aggregate imaging; zero = plate's median compound well. inhibition, % at 1.5 µM. actives 0.42% (n = 47,000). AID 853;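 active = inhibition of aggregate fluorescence above about 70%, also judged a hit by eye on the cell image, limit read from the data, passing the limit was not always enough; inconclusive = no rule stated for this call; inactive = not judged a hit on image review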;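 also: cells exposed to compound for three days before fixation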
Htt clearance grain fraction – further read-out of Htt clearance, marked with its call; fraction fluorescence in grains; measured here: aggregate grain fluorescence fraction; active compounds read low;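 scaled fraction of total cell fluorescence in grains with unit not stated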
* marks the source's active call; other numbers are inactive results; i = inactive; ? = inconclusive; . = no result given.

Htt clearance | Htt clearance grain fraction | mol
34 | 24 | COc1ccc(N(C)S(=O)(=O)c2cccc3cccnc23)c(OC)c1
3 | 32 | COc1ccc(N=CC2=C(O)CC(C)(C)CC2=O)cc1
9 | 41 | Cc1ccc(N2CC(C(=O)Nc3cccc(F)c3)CC2=O)cc1 (stereo not given)
40 | 27 | COc1ccccc1CNC(=O)CCNC(=O)Cn1ccc2ccccc2c1=O
-6 | 18 | Clc1ccc(CSc2ncn[nH]2)cc1
27 | 29 | COc1cccc(OCC(=O)Nc2ccccc2NC(C)=O)c1
9 | 19 | CCOC(=O)N1CCN(S(=O)(=O)c2ccc(F)cc2)CC1
5 | 37 | CCC(c1nnnn1C(C)C)N1CCN(C2CCCC2)CC1 (stereo not given)
19 | 17 | CC(CP(=O)(O)O)NC(=O)Cc1ccccc1 (stereo not given)
-3 | 32 | CCOc1cnc(-c2ccc(OC)cc2)o1
-45 | 25 | Cc1cc(Cl)ccc1OC(C)C(=O)Nc1ccccc1N1CCOCC1 (stereo not given)
37 | 10 | Cn1c(CCCNC(=O)c2cccs2)nc2ccccc21
15 | 14 | O=C(Nc1ccc(S(=O)(=O)Nc2cnc3ccccc3n2)cc1)c1ccc(Br)o1
-14 | 35 | Cc1cccn2c(=O)c3cc(C(=O)N(C)C)n(C)c3nc12
36 | 15 | Cc1ccc(Sc2c(C)nn(C(=O)c3cccc(S(=O)(=O)N4CCOCC4)c3)c2C)cc1
-17 | 22 | O=C(C1CCN(C2CC(=O)N(c3cccc(Cl)c3)C2=O)CC1)N1CCCC1 (stereo not given)
-17 | 23 | COc1ccc(C(=O)N2CCCCC2)cc1S(=O)(=O)Nc1cccc(C(=O)O)c1
-2 | 35 | Cc1ccnc(N2CCC(C(=O)NC3CCCCCC3)CC2)n1
-130 | 38 | Cc1cc(C)n(-c2nc3c(c(=O)[nH]c(=O)n3C)n2CC(O)COc2ccc(Cl)cc2Cl)n1 (stereo not given)
0 | 16 | CCC(C(=O)O/N=C(\N)c1ccc(Cl)cc1)c1ccccc1 (stereo not given)
9 | 37 | Cc1ccc2cc3c(NC(=O)CC(C)C)nn(C)c3nc2c1
17 | 15 | CCNC(=O)N1c2ccc(OCC)cc2C(C)=CC1(C)C
20 | 27 | CC(=O)C1=C(C)NC(SCC(=O)c2ccccc2)=C(C#N)C1CC(C)C (stereo not given)
-17 | 23 | CCOCC(=O)Nc1cc(C(=O)OC)ccc1C(=O)OC

Some values from the results shown:
Under Htt clearance grain fraction, `CCC(C(=O)O/N=C(\N)c1ccc(Cl)cc1)c1ccccc1` (stereo not given) reads 16
Under Htt clearance, `Cc1ccnc(N2CCC(C(=O)NC3CCCCCC3)CC2)n1` reads -2

Later entries:
Htt clearance | Htt clearance grain fraction | mol
-33 | 24 | O=C(O)CCc1nc(-c2cccs2)no1
-64 | 29 | O=C(Nc1ccccc1)c1cccc(N2C(=O)CCC2=O)c1
0 | 39 | CCCCn1c(-c2csc3c2CCC(C)C3)n[nH]c1=S (stereo not given)
-36 | 46 | CCOn1c(=O)c(-c2ccc(OC)cc2)[n+]([O-])c2ccccc21
19 | 15 | O=C(NCC(=O)N(Cc1cccs1)C(C(=O)NC1CCCCC1)c1ccco1)c1ccco1 (stereo not given)
38 | 12 | C=CCc1c(C)[nH]c2ccc(C)cc2c1=O
-51 | 32 | O=C(CSc1nnc(-c2cccnc2)n1Cc1ccccc1)N1CCOCC1
-20 | 44 | CCC1(c2ccccc2)NC(=O)N(CC(=O)Nc2cccc(C#N)c2)C1=O (stereo not given)
35 | 12 | CSc1nnc2c(n1)OC=Nc1ccccc1-2
-18 | 24 | O=C(Nc1ccc(F)cc1)C1CCCCC1
-21 | 41 | COc1ccccc1NC(=O)c1ccc(N)cc1
-36 | 28 | C=CCOc1ccccc1/C=C/C(=O)O
20 | 40 | O=C(COc1ccc(S(=O)(=O)NC2CCCCC2)cc1)N1CCN(c2ccc(F)cc2)CC1
10 | 38 | COc1cc(C(=O)Oc2cccc(C)c2)cc(OC)c1OC
-52 | 30 | COc1cccc(N2CCN(Cc3nc(N)nc(Nc4ccccc4)n3)CC2)c1
-2 | 16 | CCc1ccc(NC(=O)CSc2nnc(COc3ccc4c(c3)CCCC4)o2)cc1
22 | 34 | N#C/C(C(=O)NCc1ccccc1)=C1\SC(CCO)C(=O)N1c1ccccc1 (stereo not given)
35 | 26 | COc1ccc(-n2nnc3c(SCC(=O)Nc4ccc5c(c4)OCCO5)ncnc32)cc1
-62 | 54 | CC1(C)CC(NC(=O)c2ccccc2Cl)CC(C)(C)N1
-28 | 47 | COc1ccc(-c2cc(C(F)(F)F)nc(NCc3ccco3)n2)cc1OC
40 | 12 | CC1(C)C2CCC1(C)C(OC(=O)CSc1nc(N)cc(=O)[nH]1)C2 (stereo not given)
17 | 31 | CCC(C)(C)n1nnnc1CN(Cc1ccc(Cl)cc1)Cc1ccco1
-14 | 22 | c1ccc(-c2nnc3n2NC(c2ccc4c(c2)OCO4)S3)cc1 (stereo not given)
24 | 34 | CC(=O)N1CCc2cc(S(=O)(=O)Nc3ccccc3N3CCN(C)CC3)ccc21
19 | 30 | O=C(Nc1nc2ccccc2s1)c1ccc(Cl)s1
-36 | 28 | O=C(Cn1cccc1C(=O)c1ccccc1)NCc1ccccn1
26 | 15 | CCCS(=O)(=O)N1CCCC(C(=O)NCc2ccco2)C1 (stereo not given)
29 | 14 | COc1cc2c(cc1NCc1ccc3c(c1)OCO3)oc1ccccc12
23 | 16 | N#CCCCN1C(=O)C(O)(CC(=O)c2ccc3c(c2)OCCO3)c2ccccc21 (stereo not given)
71* | 11* | CCn1c(=S)[nH]c2nc3c(cc2c1=O)CCCC3
14 | 31 | CCC(C)NC(=O)c1cc(-c2ccccc2O)on1 (stereo not given)
-24 | 45 | Cc1nc(Cl)sc1C(=O)O
6 | 32 | Cc1cccc(OCc2nnc(SCC(=O)N(C(C)C)C(C)C)n2Cc2ccco2)c1C
4 | 43 | CCc1ccc(N2CC(C(=O)NC3=NCCS3)CC2=O)cc1 (stereo not given)
23 | 17 | CCOC(=O)Nc1ccc2c(CN3CCN(S(=O)(=O)c4ccccc4)CC3)cc(=O)oc2c1
-42 | 47 | O=C1CC(N2CCN(C3CC(=O)N(CCc4ccccc4)C3=O)CC2)C(=O)N1CCc1ccccc1 (stereo not given)
27 | 27 | COCCNC(=O)CSc1nc2ccccc2c(=O)n1CC1CCCO1 (stereo not given)
? | . | O=C(NCc1ccccc1)c1ccc(-c2ccc(F)cc2)o1
26 | 27 | O=c1[nH][nH]c(=O)c2cc(N3CCCC3)ccc12
-38 | 24 | CCN1C(=O)CC(N2CCC(Nc3ccc(OC)cc3)CC2)C1=O (stereo not given)
1 | 35 | COc1cc(C(=O)Nc2nc3ccc4nc(C)sc4c3s2)cc(OC)c1OC
11 | 18 | Cc1c(C(=O)O)c(=S)sn1CCOc1ccccc1
43 | 21 | CCOC(=O)c1ccc(NC(=O)Cn2cccc2)cc1
-2 | 34 | CCOC(=O)C(NCc1ccccn1)(NC(=O)c1cccnc1)C(F)(F)F (stereo not given)
-2 | 17 | Cc1ccc(C2CC(=O)Nc3cc4c(cc32)OCCO4)s1 (stereo not given)
16 | 16 | O=C1c2ccccc2C(=O)N1OCc1ccccc1
-20 | 42 | Nc1nc2n(n1)C(c1ccco1)CC(c1ccc(Cl)cc1)N2 (stereo not given)
31 | 13 | O=C(NC1CCCCC1)N1CCN(C2CCCCC2)CC1

Part of the list above in order of formula weight, lowest first:
Htt clearance | Htt clearance grain fraction | mol
43 | 21 | CCOC(=O)c1ccc(NC(=O)Cn2cccc2)cc1
11 | 18 | Cc1c(C(=O)O)c(=S)sn1CCOc1ccccc1
-2 | 34 | CCOC(=O)C(NCc1ccccn1)(NC(=O)c1cccnc1)C(F)(F)F (stereo not given)

Following part.
Htt clearance | Htt clearance grain fraction | mol
19 | 32 | Cc1cc(SCC(=O)c2ccccc2)nc(SCC(=O)c2ccccc2)n1
-62 | 71 | COC(=O)[C@H](C)NC(=O)NC1CCCc2ccccc21 (stereo not given in full)
-22 | 42 | c1cncc(-c2nc(N3CCCCCC3)c3ccccc3n2)c1
42 | 18 | CCCCN(CC)CCCNC(=O)c1cc2c(=O)n(C)c3ccccc3c2n1C
i | 444 | C/C(=N/NC(=O)Cc1cccn1C)c1ccccc1
-28 | 51 | O=C(Nc1cccc(F)c1)c1ccccc1
44 | 19 | COCCN(CC(=O)Nc1ccc(F)cc1)S(=O)(=O)c1ccc(S(=O)(=O)N2CCCC2)cc1
-72 | 81 | COc1cccc2c(=O)n(CC(=O)N3CCCCC3)ccc12
4 | 41 | CCOc1ccccc1C(=O)NC(C(=O)Nc1ccccc1N1CCOCC1)C(C)C (stereo not given)
-32 | 51 | COc1cc(/C=C2/CCC/C(=C\c3cc(O)c(OC)c(Cl)c3)C2=O)cc(Cl)c1O
40 | 22 | CCOC(=O)C(C(=O)OCC)C1N=C(N)N=C2Oc3ccccc3N21 (stereo not given)
65 | 11 | O=c1c(C/C=C/c2ccccc2)c(O)nc2n1CCCS2
6 | 38 | O=C(CCC(=O)N1CCN(C2CCCC2)CC1)Nc1nnc(C(F)(F)F)s1
-14 | 45 | Cc1cnnc2ccc3c(no[n+]3[O-])c12
4 | 17 | O=C(NCc1ccc(F)cc1)c1cc(-c2ccco2)on1
0 | 40 | CCN(CC(=O)NC(c1ccccc1)c1ccccc1)Cc1nc2ccccc2c(=O)[nH]1
-95 | 37 | Cc1cc2oc(C(=O)NC3CCS(=O)(=O)C3)c(C)c2cc1C (stereo not given)
-24 | 46 | Clc1ccc(CN2C3=NCCN3c3ccccc32)cc1
13 | 30 | CC(=O)OCC(OC(C)=O)C(OC(C)=O)C(OC(C)=O)C(=O)Nc1ccc(C)cc1C (stereo not given)
35 | 23 | COc1cccc(C(C#N)N2N=C(C)CC2(C)C)c1O (stereo not given)
-46 | 57 | CCOC(=O)C(CSCc1ccccc1)NC(=O)OC(C)(C)C (stereo not given)
34 | 23 | Cc1ccc(S(=O)(=O)/C(C#N)=C/c2c(N3CCN(C)CC3)nc3c(C)cccn3c2=O)cc1
-33 | 43 | CCCCCn1c(=N)n(CC(O)COc2ccccc2OC)c2ccccc21 (stereo not given)
-28 | 27 | COc1cc(C)c(S(=O)(=O)N2CCOCC2)cc1C(C)C
10 | 34 | O=C(O)CSc1ncnc2c1oc1ccccc12
19 | 29 | COCCCNS(=O)(=O)c1ccccc1
-6 | 41 | CC1(C)CC(=O)C2=C(C1)NC(Nc1nc3ccccc3o1)=NC21CCCCC1
-9 | 44 | COc1ccc(-c2nnc(SC(C)C(=O)Nc3cccc(Cl)c3)o2)cc1 (stereo not given)
-26 | 25 | CC(=O)c1c(C)[nH]c(C(=O)OC2CCCCC2=O)c1C (stereo not given)
7 | 42 | O=C(C1CCCN(S(=O)(=O)c2cnc[nH]2)C1)N(CCc1ccccc1)Cc1ccccc1 (stereo not given)
53 | 8.8 | COc1ccc(-c2c(C#N)c(N)nc3c2CCCC3)cc1OC
-24 | 27 | CC(C)CC(NC(=O)OC(C)(C)C)C(=O)NC(C(=O)N1CCCC1C(N)=O)C(C)C (stereo not given)

Part of the list above, field by field.
SMILES: O=C(C1CCN(C2CC(=O)N(c3cccc(Cl)c3)C2=O)CC1)N1CCCC1 (stereo not given)
- Htt clearance = -17
- Htt clearance grain fraction = 22

SMILES: CCCCN(CC)CCCNC(=O)c1cc2c(=O)n(C)c3ccccc3c2n1C
- Htt clearance = 42
- Htt clearance grain fraction = 18

SMILES: COc1ccc(C(=O)N2CCCCC2)cc1S(=O)(=O)Nc1cccc(C(=O)O)c1
- Htt clearance = -17
- Htt clearance grain fraction = 23

SMILES: Cn1c(CCCNC(=O)c2cccs2)nc2ccccc21
- Htt clearance = 37
- Htt clearance grain fraction = 10

The list continues.
Htt clearance | Htt clearance grain fraction | mol
12 | 36 | CCOC(=O)c1ccc(NC(=O)COc2cc(=O)n(CC)c3ccccc23)cc1
36 | 22 | O=C(CN1CCC(O)(c2ccc(F)cc2)CC1)NCc1ccc(F)cc1
-57 | 32 | CN1CCN(/C(=N\S(=O)(=O)c2ccc(F)cc2)c2ccccc2)CC1
-55 | 29 | CN(C)S(=O)(=O)c1ccc(Oc2ccccc2)cc1
37 | 13 | Cc1cccc(NC(=O)Nc2cccc(C)n2)n1
-70 | 33 | Clc1cc(Br)ccc1OCCn1ccnc1
-134 | 48 | CC(C)N(O)C(=O)NC(C)(C)C
20 | 18 | O=C(Nc1cccc(-c2csc(-c3ccccc3)n2)c1)c1cccs1
10 | 21 | O=C(c1ccccc1)c1cccc(NC(=O)c2ccc(Br)o2)c1
15 | 34 | O=C1/C(=C\c2ccccn2)SC(=S)N1Nc1ncc(C(F)(F)F)cc1Cl
-51 | 45 | O=C(Nc1cc(N2CCOCC2)ncn1)c1ccccc1
-1 | 49 | COc1ccc(N(CC(=O)Nc2ccc3c(c2)OCCO3)S(=O)(=O)c2c(C)nn(C)c2C)cc1
1 | 33 | COC(=O)C(C)Sc1nc2c(cnn2-c2ccccc2)c(=O)[nH]1 (stereo not given)
-93 | 37 | Nc1cc(N)nc(SCc2ccccc2)n1
6 | 19 | Cc1onc(-c2c(F)cccc2Cl)c1C(=O)N1CCc2ccccc2C1
23 | 14 | Cc1ccc(C(=O)N/N=C2\SCC(=O)N2c2cc(C)ccc2C)cc1
25 | 15 | O=C(Cc1ccccc1)Nc1nnc(-c2cccs2)s1
49 | 16 | COc1cccc2cc(C(=O)N3CCN(c4ccc(C)cc4C)CC3)c(=O)oc12
-37 | 51 | Cn1c(=O)c2c(nc(SCCN3CCOCC3)n2Cc2cccc3ccccc23)n(C)c1=O
32 | 14 | COc1ccc(OCCCC(=O)Nc2ccc3c(c2)OCO3)cc1
42 | 18 | O=C(NCCC1=CCCCC1)C(c1ccccc1)c1ccccc1
-37 | 49 | O=C(C1CCN(S(=O)(=O)c2cccc3nsnc23)CC1)N1CCn2c1nc1ccccc12
16 | 37 | Nc1ccc(Nc2ccccc2)c(Cl)c1
-46 | 27 | O=C(Cn1cnc2ccccc21)NCc1ccccc1
-36 | 59 | COCCOC(=O)C1=C(C)Nc2nc(C)nn2C1c1ccc(F)cc1 (stereo not given)
38 | 19 | CC(=O)c1ccc(NC(=O)Nc2ccc(NS(=O)(=O)c3ccc(C)cc3)cc2)cc1

Compound activity as filed in PubChem BioAssay.

This is a subset, so the mix of outcomes need not match the whole.
